# Screens (PubChem)
# beta cell repl: MIN6 beta-cell proliferation induction | MIN6 cells proliferation, ATPlite luminescence, 48 h; cells starved in 0.2% serum; 100% = growth in 10% serum | proliferation, % at 10 µM | hit rate 0.29% among 330,000;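 active = compounds whose signal lies at least 3.5 SD above the mean of all wells on their plate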;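 also: 0% = DMSO-treated cells in low-serum medium and 100% = 10% serum control; some compounds called inactive have numbers as strong as hits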
# TIM10 inh: growth inhibitors of TIM10 yeast strain; AID 463195; hit rate 1.4% among 330,000; inhibition, % at 10 µM; S. cerevisiae TIM10 strain growth, BacTiter-Glo luminescence, 24 h;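 active = inhibition of 40% or more at the single tested concentration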;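 also: wild-type TIM10 isogenic control strain grown at permissive 25 °C; 0% = DMSO yeast wells and 100% = minimal medium wells without yeast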
# A3G deaminase: inhibitors of human APOBEC3G DNA deaminase; recombinant A3G, ssDNA deamination FAM/TAMRA fluorescence; AID 493012; hit rate 0.28% among 330,000; Q9HC16; inhibition, % at 20 µM;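 active = inhibition of at least 40% at 20 µM, with no more than 30% in the related APOBEC3A deaminase screen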;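 also: plate controls were DMSO wells with A3G for no effect and wells lacking A3G enzyme for full effect; some compounds called inactive have numbers as strong as hits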
# NLRP3 yeast inh: NALP3 inhibition in yeast; Yeast reconstituted NLRP3/ASC/caspase-1, beta-gal luminescence, 24 h; hit rate 0.39% among 330,000; inhibition, % at 10 µM;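 active = inhibition of 50% or more; inactive = inhibition below 50%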;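 also: plate controls were induced DMSO wells for no effect and uninduced yeast grown without galactose for full effect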
# tim10-1 inh: growth inhibitors of tim10-1 mutant yeast | hit rate 2.2% among 330,000 | inhibition, % at 20 µM | S. cerevisiae tim10-1 ts strain growth, BacTiter-Glo, 24 h;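 active = inhibition of at least 40%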;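 also: mutant grown at 25 °C; 0% = DMSO wells with yeast and 100% = wells holding no yeast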
# mIAP inh: mouse IAP inhibition | hit rate 0.2% among 330,000 | purified mouse IAP, CDP-Star luminescence, 30 min | inhibition, % at 10 µM;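 active = inhibition of at least 40% at 10 µM in the primary screen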;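 also: plate controls were DMSO with enzyme for no effect and no enzyme wells for full effect; values of inactives mirror those of a sister screen read the other way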
# hIAP inh: human IAP inhibition; inhibition, % at 10 µM; purified IAP, CDP-Star luminescence, 30 min; hit rate 0.12% among 330,000; P09923;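 active = inhibition reaching a set limit with compound at 10 µM in the primary screen, cut at about 35% in these data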;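 also: plate controls were DMSO wells with enzyme for no effect and no-enzyme buffer wells for full effect; values of inactives mirror those of a sister screen read the other way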
# Target sequence (P09923 whole entry, looked up): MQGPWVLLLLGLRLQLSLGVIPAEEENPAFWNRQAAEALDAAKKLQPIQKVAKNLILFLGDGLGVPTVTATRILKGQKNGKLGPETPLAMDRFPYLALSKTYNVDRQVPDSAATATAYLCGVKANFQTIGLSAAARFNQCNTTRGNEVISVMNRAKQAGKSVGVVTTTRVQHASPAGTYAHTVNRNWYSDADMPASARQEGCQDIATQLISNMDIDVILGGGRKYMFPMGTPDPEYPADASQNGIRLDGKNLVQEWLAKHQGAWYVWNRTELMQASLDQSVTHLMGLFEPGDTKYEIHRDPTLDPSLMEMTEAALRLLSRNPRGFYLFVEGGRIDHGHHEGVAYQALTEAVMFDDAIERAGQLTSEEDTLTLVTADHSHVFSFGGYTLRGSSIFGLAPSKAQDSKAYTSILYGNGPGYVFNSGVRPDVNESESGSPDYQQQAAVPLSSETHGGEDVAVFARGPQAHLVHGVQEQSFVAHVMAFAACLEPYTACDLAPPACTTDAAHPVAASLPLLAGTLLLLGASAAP
# A3A deaminase: blocks human APOBEC3A ssDNA deamination; P31941; recombinant A3A, FAM/TAMRA ssDNA deamination fluorescence; inhibition, % at 20 µM; hit rate 0.41% among 330,000;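 active = at least 40% inhibition at 20 µM here, with at most 30% in a related deaminase screen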;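 also: plate controls were A3A with DMSO for no effect and wells lacking A3A enzyme for full effect; some results filed as inactive read as strong as hits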
# Target sequence (P31941 whole entry, looked up): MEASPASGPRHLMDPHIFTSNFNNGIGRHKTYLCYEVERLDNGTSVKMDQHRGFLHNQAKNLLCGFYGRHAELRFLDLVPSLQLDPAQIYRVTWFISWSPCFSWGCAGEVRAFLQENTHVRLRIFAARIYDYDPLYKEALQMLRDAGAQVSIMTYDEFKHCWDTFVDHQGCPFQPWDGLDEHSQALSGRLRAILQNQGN
# mIAP activ: increases mouse intestinal alkaline phosphatase activity; muIAP, CDP-Star luminescence, 30 min; stronger effect = higher value; 1 = vehicle-only enzyme signal, 0 = enzyme-free wells; activation factor at 10 µM; hit rate 0.24% among 330,000; AID 2805;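 active = activation factor of at least 2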; also: the source names both 10 and 20 µM as test concentration; values of inactives mirror those of a sister screen read the other way
#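 also added = chemiluminescent substrate CDP-Star | test system = mouse IAP enzyme | signal = chemiluminescence readout | compound = DMSO-dissolved test compounds | incubation = 30 min at room temperature | benchmarks = DMSO wells, no-enzyme wells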
# The depositor's hits bear a star.
SMILES,beta cell repl,TIM10 inh,A3G deaminase,NLRP3 yeast inh,tim10-1 inh,mIAP inh,hIAP inh,A3A deaminase,mIAP activ
N#Cc1ccc(NC(=O)COC(=O)C2Cc3ccccc3CN2C(=O)c2ccccc2)cc1 (stereo not drawn),0,1,-2,12,4,-2,-6,5,1
O=C(Nc1ccnc(-c2ccncc2)n1)c1cccs1,-2,5,-4,15,-15,-3,-4,-2,1
Cc1nnc(NC(=O)c2ccc(S(=O)(=O)N3CCOCC3)cc2)s1,0,12,-1,11,-5,-9,-3,-1,1.1
CCNC(=O)C/C(C)=N/NC(=O)C12CC3CC(CC(C3)C1)C2,-2,13,-8,12,21,6,-17,-7,0.94
CCOC(=O)C(Cc1ccccc1)(NC(C)=O)C(=O)OCC,2,9,-5,11,3,0,-1,0,1
C/C(CCc1ccccc1)=N\NC(=O)CC(=O)NCCc1ccccc1,-3,2,2,9,4,0,-3,1,1
Cc1ccc2c(c1)N(CC(=O)NCC(C)c1ccccc1)C(=O)c1cccnc1O2 (stereo not drawn),-5,9,-13,4,18,-10,-5,0,1.1
CCOc1ccc(N2CC(O)(c3ccc(F)cc3)[N+]3=C2CCCC3)cc1 (stereo not drawn),0,12,-1,-3,13,-7,6,0,1.1
Cc1cccc2cc(C3CC(c4ccco4)=NN3S(=O)(=O)c3ccccc3)c(Cl)nc12 (stereo not drawn),-4,3,-1,2,11,8,14,5,0.92
CC(=O)OCC1CCCC2=C(C)C(=O)CCC21COC(C)=O (stereo not drawn),0,-11,-4,8,-6,-6,-12,-2,1.1
COC(=O)C[C@H]1c2cc(C(F)(F)F)ccc2S(=O)(=O)N1Cc1ccccc1,-3,6,2,3,15,-1,-9,0,1
Cc1cc(C)n(-c2ccc(C(=O)NC3=NCCS3)cc2)n1,-2,-26,-7,10,23,3,0,-3,0.97
CCCCOc1ccc(Cl)cc1CSc1nnc(CC)n1N,2,4,0,21,17,-2,13,3,1
O=C(Cn1nc(Cl)nc1Cl)c1ccc([N+](=O)[O-])cc1,-1,-4,-8,10,12,-6,4,-4,1.1
COc1ccc(NC(=S)N2CCC(c3nc4ccc(Cl)cc4[nH]3)CC2)c(OC)c1,-1,10,-5,13,12,-16,-22,0,1.2
CC12CCC(c3nnc(SCc4ccc(Cl)cc4)nc31)C2(C)C (stereo not drawn),-5,1,0,-8,13,8,-3,-1,0.92
Clc1ccc2scc(CN3CCCC3)c2c1,-2,1,-9,7,-21,-4,-8,-3,1
CN(C)c1ccc(N2C(=O)CC(Sc3ccccc3C(=O)O)C2=O)cc1 (stereo not drawn),-2,17,-9,0,21,-10,-19,-2,1.1
CN(Cc1cn(C)nc1-c1ccc(Oc2ccccc2)cc1)Cc1cnc2ccccn12,-6,18,4,-6,15,1,-15,6,0.99
CCSC1(SCC)N=C(N)C2(C#N)C(c3ccc(F)cc3)C12C#N (stereo not drawn),-3,20,-3,59*,30,12,6,-1,0.88
CCC(=O)Nc1nc(-c2ccc3c(c2)OCCO3)cs1,-3,-9,-10,37,20,-5,10,-5,1
CC(OC(=O)Cn1[nH]c(=O)c2ccccc2c1=O)C(=O)NC1(C#N)CCCCC1 (stereo not drawn),-4,6,-12,20,17,-7,-2,-3,1.1
O=C(N/N=C/c1ccc(O)cc1)c1cccc(C(F)(F)F)c1,0,-2,-6,12,-8,4,-4,0,0.96
Cc1ccc(-n2nc3c(c2NC(=O)c2ccc4c(c2)OCO4)CS(=O)(=O)C3)c(C)c1,-3,10,19,11,15,-3,8,-1,1
CCN(CC)C(=O)CN(c1cccc(Br)c1)S(C)(=O)=O,-1,-6,-3,-7,0,-15,-5,-1,1.2
CN(C)Cc1cc(CN(C)C)c(O)c(CCc2ccccc2)n1,3,1,-1,1,-5,4,9,-4,0.96
O=C(CSCc1cnn(-c2ccccc2)c1-n1cccc1)NCc1ccccn1,3,0,-2,-6,28,9,5,-2,0.91
CC(NC(=S)Nc1ccccc1OC(F)F)C(C)(C)C (stereo not drawn),0,6,-3,13,30,-20,-4,0,1.2
Cc1ccccc1S(=O)(=O)N1[C@@H](c2ccc(Br)cc2)C(C(=O)O)=CC[C@H]1c1ccc(Cl)cc1,-5,15,-2,-1,21,11,2,0,0.89
O=C(NCc1ccccn1)c1nc(-c2ccc(C(F)(F)F)cc2)no1,-1,8,-7,24,15,11,-2,-3,0.89
CCn1nc(C(=O)NNS(=O)(=O)c2cc(/C=C/C(=O)O)cc(OC)c2OC)c2ccccc2c1=O,-4,-8,-2,0,-4,-1,-6,2,1
CCc1ccc(NC(=O)Cn2nnc(-c3ccc(C)cc3-n3cnnn3)n2)cc1,-3,0,-4,4,-1,1,5,4,0.99
CCN1CCN(C(=O)CN(C)S(=O)(=O)c2ccc(OC)cc2)CC1,-1,-7,-1,6,-8,9,-8,12,0.91
Cc1ccccc1-n1nnnc1SCC(=O)c1c(N)n(C2CC2)c(=O)[nH]c1=O,0,-1,-8,9,-1,3,-5,-3,0.97
Nc1c(N2CCCCC2)c(=O)[nH]c(=O)n1-c1ccccc1,0,-2,-8,14,3,-3,8,1,1
CCC(=O)Nc1cccc(NC(=O)c2ccc3c(c2)OCO3)c1,-1,6,-3,9,1,3,3,7,0.97
CC(C)(C)c1ccc(C(CC(=O)O)NS(=O)(=O)Cc2ccccc2)cc1 (stereo not drawn),-2,3,-9,7,11,-4,-4,-3,1
COc1ccc(CNC(=O)CSc2nc3ccc(C)cc3[nH]2)cc1,-3,16,-2,2,-9,-1,3,4,1
COc1ccc(C)cc1Nc1nc(-c2c(C)[nH]c3ccccc23)cs1,-4,31,-7,24,16,14,12,-3,0.86
Cc1nn(Cc2ccccc2)c(Cl)c1C(=O)NC(C)(C)C,-1,-16,0,23,22,-2,6,-2,1
O=C(NCCN=C1NS(=O)(=O)c2ccccc21)c1ccc(S(=O)(=O)N2CCOCC2)cc1,-2,13,-3,-6,0,13,-2,4,0.87
Cn1cccc1C(=O)OCC(=O)c1c[nH]c2ccccc12,-4,-14,-2,31,-16,-13,2,0,1.1
CCOC(=O)/C=c1\s/c(=C\c2ccccc2OC)c(=O)n1CC(=O)N1CCOCC1,0,14,-5,0,-2,4,15,-4,0.96
COc1cccc2c1OCC(CN1CCN(C3CCCCC3)C(CCO)C1)=C2 (stereo not drawn),-2,-1,-6,-4,5,-12,-14,-4,1.1
CN1CCCc2cc(C=O)ccc21,-1,-20,2,9,6,20,-15,5,0.8
Cc1ccc(C(=O)NCCN(C)C)cc1C,-1,-5,-2,-1,8,-6,0,5,1.1
Cc1ccc(S(=O)(=O)N2CCOCC2)cc1C(=O)Nc1ccc(S(=O)(=O)Nc2nccs2)cc1,-1,7,-1,0,2,2,7,4,0.98
CCOc1ccc(Cl)cc1CNc1nnnn1C,1,-9,-3,4,16,0,-2,-1,1
CCc1ccc(Oc2coc3cc(O)ccc3c2=O)cc1,-3,-7,-6,13,22,2,-5,-3,0.98
CCc1ccc(C(=O)C(C)OC(=O)C2COc3ccccc3O2)cc1 (stereo not drawn),0,20,-9,-3,22,-6,1,-2,1.1
CC(C)CCSc1nc(N2CCOCC2)c2c(c1C#N)CC(C)(C)OC2,-2,0,0,-6,8,-1,4,4,1
C=CCn1c(SCc2ccc(Br)cc2F)nc2cc(C(=O)O)ccc2c1=O,-1,7,-7,17,-4,11,6,0,0.89
COc1ccc(S(=O)(=O)Nc2ccc3cn[nH]c3c2)cc1C,-2,17,-9,4,-9,4,1,-2,0.96
CC(C)(C)OC(=O)N1CCN(C(=O)c2[nH]cnc2C(=O)Nc2nccs2)CC1,8,-2,-8,-9,2,1,-122,1,0.99
COc1ccc2[nH]c(-c3ccccc3)cc2c1,-3,-1,0,42,38,-9,13,2,1.1
O=[N+]([O-])c1cccc(/C=N/NC2CCS(=O)(=O)C2)c1 (stereo not drawn),0,3,11,10,0,0,-2,4,1
CCOC(=O)c1oc2cc(OC(C)=O)ccc2c(=O)c1-c1ccc(OC)c(OC)c1,-3,16,-2,20,10,8,6,-3,0.92
Cc1ccc(C#CC(C)(O)C(C)(C)C)cn1 (stereo not drawn),-1,-1,-10,13,-9,9,11,-5,0.91
C=CCn1c(-c2ccc(Cl)cc2)ccc(C#N)c1=O,-1,1,0,-1,-7,8,12,1,0.92
CN(CC(=O)Nc1ccc(F)cc1)C(=O)COC(=O)/C=C/c1ccc(OC(F)F)cc1,-5,-4,-9,9,1,2,-17,-2,0.98

# Compound profiles (already shown).
# O=C(NCCN=C1NS(=O)(=O)c2ccccc21)c1ccc(S(=O)(=O)N2CCOCC2)cc1 reads beta cell repl: -2; TIM10 inh: 13; A3G deaminase: -3; NLRP3 yeast inh: -6; tim10-1 inh: 0; mIAP inh: 13; hIAP inh: -2; A3A deaminase: 4; mIAP activ: 0.87
# O=[N+]([O-])c1cccc(/C=N/NC2CCS(=O)(=O)C2)c1 (stereo not drawn) reads beta cell repl: 0; TIM10 inh: 3; A3G deaminase: 11; NLRP3 yeast inh: 10; tim10-1 inh: 0; mIAP inh: 0; hIAP inh: -2; A3A deaminase: 4; mIAP activ: 1

# The list goes on:
SMILES,beta cell repl,TIM10 inh,A3G deaminase,NLRP3 yeast inh,tim10-1 inh,mIAP inh,hIAP inh,A3A deaminase,mIAP activ
CC(C)OCCCNC(=O)c1ccc2c(c1)NC(=O)c1ccccc1S2,1,12,-6,8,-2,-6,3,-4,1.1
COCCn1c(C)cc(C2=NNC(=Nc3ccccc3F)SC2)c1C,-6,0,0,-2,18,13,6,-3,0.87
CCOc1ncccc1C(=O)OCC(=O)NCCc1ccccc1,0,4,-2,15,12,0,-16,2,1
CCOC(=O)/C(O)=C/c1ncc(C(F)(F)F)cc1Cl,-3,1,-3,7,11,9,5,-4,0.91
CCCc1cc(=O)n2nc(N3CCC(C(=O)Nc4c(F)c(F)c(F)c(F)c4F)CC3)sc2n1,-5,9,0,-2,-1,-1,10,-3,1
Cn1c(N)c(C(=O)COC(=O)C2CCN(S(=O)(=O)c3cccs3)CC2)c(=O)n(C)c1=O,-2,-1,-4,3,7,-6,1,3,1.1
O=C(Nc1scc(-c2ccc(F)cc2)c1C(=O)O)c1ccco1,0,2,0,22,-8,-17,21,-1,1.2
O=C1N(c2ccccc2)C(c2ccc(Cl)cc2)N2CCCN12 (stereo not drawn),4,15,-4,-6,12,-10,7,-1,1.1
COc1ccc(CCNC(=O)CN2C(=O)C(=O)N(C3CCCC3)C2=O)cc1OC,1,5,-7,-7,10,4,2,-1,0.96
CCOC(=O)N1CCN(CC(=O)Nc2c(C(=O)OC)[nH]c3ccc(Cl)cc23)CC1,-2,24,-3,24,19,9,6,-5,0.91
CCCN1CCN(S(=O)(=O)c2ccc(-n3cnnn3)cc2)CC1,-1,3,-1,6,-11,-7,18,1,1.1
Cc1ccc(C(=O)N2CCC3(CC2)Oc2ccc(Cl)cc2C(=O)C32CC(c3ccccc3)=NO2)s1 (stereo not drawn),-3,0,-7,26,6,3,-6,-2,0.97
Cn1c(=O)c2c(ncn2CC(=O)Nc2cc(S(=O)(=O)N3CCCCC3)ccc2O)n(C)c1=O,-3,-4,1,10,-18,5,-10,-1,0.95
CC(=O)Nc1nc(C)c(Oc2ccccc2)c(=O)[nH]1,-2,3,-4,-8,12,1,1,4,0.99
Cc1ccc(C(=O)CC(C(=O)O)n2cnc([N+](=O)[O-])n2)cc1 (stereo not drawn),-1,-4,1,2,18,-2,14,-1,1
O=C(CCN1CCCC1)Nc1cccc(Br)c1,0,-21,-6,0,-12,-4,2,-3,1
O=C(/C=C/c1ccccc1)NCCCNC(=O)/C=C/c1ccccc1,-1,0,-4,-4,9,-8,3,-2,1.1
